DAX1 inh-1: inhibitors of human orphan nuclear receptor DAX1 (NR0B1). P51843. HEK293 Gal4-DAX1 luciferase reporter, luminescence. inhibition, % at 6.75 µM. 0.99% of 340,000 active. AID 504766;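 active = inhibition above the mean over all tested compounds plus 3 SD, cut at about 4.2% in these data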;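 note: 0% = DAX1-transfected cells with DMSO and 100% = empty-vector control cells with DMSO; inhibition shows as a rise in luminescence from relieved DAX1 repression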
Target sequence (P51843 207-470 limits assumed): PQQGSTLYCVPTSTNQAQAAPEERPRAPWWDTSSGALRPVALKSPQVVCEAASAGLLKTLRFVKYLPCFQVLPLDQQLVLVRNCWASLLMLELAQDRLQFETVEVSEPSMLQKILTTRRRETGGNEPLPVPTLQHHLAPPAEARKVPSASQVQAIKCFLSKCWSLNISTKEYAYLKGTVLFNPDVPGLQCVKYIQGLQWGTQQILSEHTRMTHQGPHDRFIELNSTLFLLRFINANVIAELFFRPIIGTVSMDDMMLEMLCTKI
KLK7 zymogen act: activators of human kallikrein-7 zymogen; P49862; purified proKLK7, EDANS-DABCYL substrate fluorescence; 100% is mature enzyme control, 0% vehicle; activation, % at 7 µM; 0.9% of 370,000 active; AID 652039;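 active = activation above the mean of all tested compounds plus 3 SD, computed per campaign excluding outliers beyond control limits, cut at about 13% in these data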
Target sequence (P49862 whole entry, looked up): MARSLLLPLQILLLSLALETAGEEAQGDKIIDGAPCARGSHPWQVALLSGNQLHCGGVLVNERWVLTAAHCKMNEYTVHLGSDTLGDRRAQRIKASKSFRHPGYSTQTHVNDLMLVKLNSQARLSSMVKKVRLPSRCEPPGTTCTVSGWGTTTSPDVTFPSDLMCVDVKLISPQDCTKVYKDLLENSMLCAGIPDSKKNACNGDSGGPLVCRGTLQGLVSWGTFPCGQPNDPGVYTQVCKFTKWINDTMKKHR
HGIII-sPLA2 inh: Blocks human group III sPLA2 activity; QFRET BODIPY PC-A2 liposome hydrolysis, fluorescence; inhibition, % at 12.2 µM; 0.56% of 370,000 active; AID 743126;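 active = inhibition above mean plus 3 SD of compounds lying within the high and low control bounds, cut at about 19% in these data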;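 note: 0% = median of test compound wells and 100% = no enzyme DMSO wells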
Target sequence (Q9NZ20 whole entry, looked up): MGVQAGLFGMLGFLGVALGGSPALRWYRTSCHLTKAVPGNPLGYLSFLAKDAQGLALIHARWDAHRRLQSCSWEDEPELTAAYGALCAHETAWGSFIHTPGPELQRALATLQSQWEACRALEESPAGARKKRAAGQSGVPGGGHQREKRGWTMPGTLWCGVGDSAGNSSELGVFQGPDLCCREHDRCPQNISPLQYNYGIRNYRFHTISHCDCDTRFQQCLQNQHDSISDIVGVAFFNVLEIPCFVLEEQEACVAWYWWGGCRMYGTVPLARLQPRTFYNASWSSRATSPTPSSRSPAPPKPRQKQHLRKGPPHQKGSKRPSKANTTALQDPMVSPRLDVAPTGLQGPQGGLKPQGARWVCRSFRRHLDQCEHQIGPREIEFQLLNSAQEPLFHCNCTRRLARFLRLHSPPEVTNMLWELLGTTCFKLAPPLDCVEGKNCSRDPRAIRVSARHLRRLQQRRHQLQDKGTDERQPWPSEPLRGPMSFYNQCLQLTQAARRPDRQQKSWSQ
NPR2 activator: GC-B (human) receptor activation. HEK293-GC-B cells, CNP EC30, cGMP TR-FRET; 0% at EC30 CNP, 100% saturating CNP. activation, % at 10 µM. P20594. 0.11% of 370,000 active;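 active = activation at 10 µM reaching about 35% in either raw or pattern-adjusted values, limit read from the data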
GC-A act: GC-A (human) enzyme activation. AID 1671463. activation, % at 10 µM. HEK293 GC-A cells, cGMP TR-FRET, EC30 ANP; 0% at EC30 ANP, 100% saturating ANP. P16066. 0.14% of 370,000 active; in the data active = activation above about 40%
FXN GAA850 act: frataxin GAA850 promoter activation; 0.56% of 360,000 active; AID 540364; activation, % at 6 µM; HEK293 lucGAA850 FXN promoter luciferase reporter, 24 h; percent of 10 µM SAHA response;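 active = activation above the average of all compounds screened plus 3 SD, cutoff fixed separately per campaign, cut at about 7.5% in these data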;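 note: 0% = DMSO wells and 100% = 10 µM SAHA wells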
hcDAF12 agonist: activates DAF-12 receptor from parasite H. contortus; HEK293 hcDAF-12 lit1-tk-luc reporter, luminescence; 0% DMSO, 100% Δ7-dafachronic acid; activation, % at 6.8 µM; 1.4% of 370,000 active; AID 652067;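 active = activation above the mean of all tested compounds plus 3 SD, cut at about 5.5% in these data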;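 note: 100% = response to 3 µM Δ7-dafachronic acid high control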
hgDAF12 agonist: hgDAF-12 agonism, primary luciferase screen; activation, % at 6.8 µM; 1.8% of 370,000 active; HEK293 GAL4-hgDAF12 UAS-luciferase reporter, agonist luminescence; normalized to butyrate control;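 active = activation above a cutoff set at the mean of all screened compounds plus 3 SD, cut at about 10% in these data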;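 note: 0% = DMSO wells and 100% = sodium butyrate wells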
ssDAF-12 act: activates DAF-12 receptor from parasite S. stercoralis; 1% of 370,000 active; activation, % at 6.8 µM; HEK293 ssDAF-12/GRIP1 lit1-tk-luc reporter, luminescence; % of 3 µM dafachronic acid response; AID 652126;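 active = activation above the mean over all tested compounds plus 3 SD, cut at about 0.9% in these data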;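 note: 0% = DMSO-only wells and 100% = 3 µM delta7-dafachronic acid wells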
SMARCA2 act: activators of SMARCA2 function. MG213 cells, MMTV-luciferase reporter, dexamethasone, overnight. activation, % at 9.1 µM. 1% of 370,000 active. AID 652017; in the data active = activation above about 7.8%;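 note: 0% = vehicle wells and 100% = reference activator wells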
DAX1 inh-2: DAX1 (NR0B1) inhibition, primary screen; HEK293T StAR-luciferase reporter, SF-1/DAX-1 repression relief; inhibition, % at 6.8 µM; 1.1% of 370,000 active; AID 652010;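 active = inhibition above the mean over all tested compounds plus 3 SD, cut at about 3.6% in these data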;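 note: 0% = DAX-1 cells with DMSO and 100% = cells lacking DAX-1 with DMSO; higher inhibition means more luminescence from relief of DAX-1 repression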
* hit, by the source's call; · = not tested or not shown; & = joins results of further samples.

SMILES	DAX1 inh-1	KLK7 zymogen act	HGIII-sPLA2 inh	NPR2 activator	GC-A act	FXN GAA850 act	hcDAF12 agonist	hgDAF12 agonist	ssDAF-12 act	SMARCA2 act	DAX1 inh-2
Cc1cc(C)cc(-n2c(SCC(=O)NCc3ccc4c(c3)OCO4)nc3ccccc3c2=O)c1	-0.6	-0.4	8	2	-2	8.6*	-2.8	-0.6	-1.2	-2	0.0
Cc1cc(C)nc(SCc2nnc(SCc3ccc([N+](=O)[O-])cc3)n2Cc2ccco2)n1	-0.8	0.0	3	-4	-17	-1.3	-1.8	-6.5	-1.5	-1	-1.0
CCOc1ccc(N(CC(=O)NC(C)CC)S(C)(=O)=O)cc1 (stereo unspecified)	1.7	0.2	2	7	0	1.4	-0.5	2.3	-1.2	-2	0.2
CN1CCN(c2nc(NCc3ccco3)nc(N)c2[N+](=O)[O-])CC1	-0.6	0.5	-2	5	6	3.1	-1.7	-0.8	-0.5	4	-0.3
N=c1ccn(Cc2cccc(Cl)c2)cc1	-2.9	-0.1	2	2	3	0.5	-2.5	-8.4	-2.1	-1	-2.6
CCCc1cc(C(=O)Cc2nc3ccccc3s2)c(O)cc1O	1.3	5.2	-7	-3	-7	0.8	5.7*	4.7	0.9*	1	1.0
CC(C)NC(=O)Nc1cccc2c1O[C@H](CN(C)C(=O)NC(C)C)[C@@H](C)CN([C@H](C)CO)C2=O	-0.4	0.2	-1	-3	0	-1.3	-0.6	2.6	-1.3	5	-0.3
Cc1ccccc1N1CCN(C(=O)CN2C(=O)c3ccccc3C2=O)CC1	0.4	0.2	0	1	3	3.3	-1.0	1.0	-1.3	1	0.5
C/C=C/c1cccc(-c2nc(C(=O)N3CCN(C)CC3)cc3c2[C@@H](CCO)N(C(=O)NC(C)C)C3)c1	·	0.2	6	-1	5	·	0.3	-0.2	-0.9	0	-0.1
O=C(NCc1ccco1)c1ccc(CNc2c(N3CCCCC3)c(=O)c2=O)cc1	-0.7	-0.5	1	6	-2	0.6	-0.2	2.6	-0.4	-3	2.9
CCN(CC)C(=O)c1cnn(-c2ccccc2)c1NC(=O)c1cccc(F)c1	1.2	0.6	3	2	2	0.9	-1.0	-0.6	-0.8	0	-0.3
COc1ccc(-c2cc(C(=O)Nc3c(C)n(C)n(-c4ccccc4)c3=O)c3ccccc3n2)c(OC)c1	-1.3	1.2	1	0	0	-1.6	-1.6	-3.2	-1.0	-2	-2.9
COc1ccc(OC)c(-c2csc(N(C)C(=O)Cc3ccccc3)n2)c1	-0.8	0.4	-8	0	-2	-0.3	-2.1	-2.7	-1.4	-1	0.2
Cc1cccc(CCNc2nc3ccc(C)cc3n3cnnc23)c1	5.0*	0.0	-1	2	2	-2.3	0.1	1.1	-1.9	2	-0.5
CC1(c2ccccc2)NC(=O)N(CC(=O)NCc2ccc3c(c2)OCO3)C1=O (stereo unspecified)	3.1	-0.2	1	1	3	-0.8	0.9	2.3	-0.4	-2	-0.1
COc1ccc(NC(=O)Cc2ccccc2)cc1	-0.1	-0.1	4	5	2	2.3	0.4	3.9	-0.2	4	0.8
Cc1ccc(C)c(-n2c(-c3cccnc3)n[nH]c2=S)c1	0.5	-1.2	4	0	-1	3.0	-0.9	0.6	-1.8	-3	0.4
O=S1(=O)CC(N2CCCCC2)CN1Cc1cn(Cc2cccc(C(F)(F)F)c2)nn1 (stereo unspecified)	·	-0.3	6	-1	2	·	-0.7	0.8	-0.6	-1	0.7
CCc1cc2c(SCC(=O)Nc3ccc(Cl)cn3)ncnc2s1	0.5	-0.2	0	-10	4	3.8	-1.0	1.4	-0.3	-2	0.6
CC(=O)N1CCN(CC(=O)Nc2ccc([N+](=O)[O-])cc2Br)CC1	0.4	-0.4	1	5	1	1.1	-1.5	-2.9	-1.5	-1	-0.4
O=C(CCN1C(=O)/C(=C/c2ccccc2Cl)SC1=S)NNC(=O)c1cccnc1	-0.4	-0.2	-2	4	1	-1.7	-0.4	-1.0	0.0	-7	0.2
CO/N=C(\C(=O)N[C@@H]1C(=O)N2C(C(=O)O)=C(COC(C)=O)CS[C@H]12)c1csc(N)n1 (stereo in doubt)	-0.4&-0.9&-0.1	-0.8&0.0&0.6	6&-4&-1	-3&3&7	2&-2&1	-0.6&0.3&1.3	-0.7&-0.3&0.0	1.0&2.2&3.7	-0.4&-0.4&-0.8	-4&-2&-2	-0.4&-0.4&-0.2
OC(COc1ccc2c(c1)OCO2)CN1CCCC1 (stereo unspecified)	0.8	0.3	3	-1	3	0.8	-0.2	-0.2	-1.2	3	-0.3
Cc1nn(C)c(C)c1/C=C1/SC(=S)NC1=O	-0.6	0.0	9	-2	1	1.7	1.0	4.8	-1.0	-2	3.4
CC(NC(=S)NCCCN1CCOCC1)C1CC2CCC1C2 (stereo unspecified)	0.7	0.1	14	8	-6	1.1	-1.8	-1.2	-1.3	-3	-0.7
CC(Sc1nc2cc(Cl)ccc2s1)C(=O)Nc1cccc(S(=O)(=O)N2CCOCC2)c1 (stereo unspecified)	-3.0	0.1	-30	-8	0	0.7	-1.8	-3.9	0.6	-2	-1.4
CCOCCCNC(=O)C1CCN(S(=O)(=O)CC)CC1	0.6	0.7	2	-1	3	-0.9	-1.4	-0.9	-0.9	-2	-0.5
O=C(Nc1ccccn1)c1ccc(Br)c(S(=O)(=O)N2CCCCC2)c1	0.0	3.3	-1	5	-1	0.4	-1.3	-0.8	-1.8	2	0.4
CC(C)CN(Cc1cc(=O)oc2cc3c(cc12)CCCC3)CC(C)C	1.0	0.3	2	-2	-1	0.2	0.7	-1.0	-1.2	1	0.2
CCOc1ccc(CCNC(=O)c2cc(=O)[nH]c3ccc(S(=O)(=O)N(CC)CC)cc23)cc1OCC	0.6	0.3	-3	-3	2	3.4	-1.5	-0.8	-0.4	0	-1.1
CS(=O)(=O)Nc1ccc([N+](=O)[O-])cc1Oc1ccccc1	1.2	0.2	-5	3	0	2.5	-1.2	-1.0	-1.1	0	-0.5
Cc1ccc(NC(=O)C[n+]2cc(-c3ccccc3)n3c2CCC3)cc1	·	-0.4	8	0	3	0.9	-1.3	-0.7	-0.9	-1	-0.4
COc1ccc(N(C(=O)c2ccc3c(c2)OCO3)C2C=CS(=O)(=O)C2)c(OC)c1 (stereo unspecified)	1.8	-0.3	-2	-15	-7	1.7	-0.2	1.1	-1.4	-2	-0.1
COc1cccc(CNC(=O)[C@H](C)NC(=O)C2CCN(S(=O)(=O)c3ccccc3)CC2)c1	0.1	0.0	4	-2	-2	-0.7	-0.9	-0.2	-1.0	-3	-0.2
O=S(=O)(c1ccc(Cl)nc1)N(Cc1ccccc1)Cc1ccccc1	0.8	-0.8	12	-10	-4	-2.4	-1.3	-0.2	-1.0	-2	-0.4
O=C(O)COc1ccccc1/C=N/NC(=O)c1cccc(S(=O)(=O)Nc2cccc(Cl)c2)c1	0.4	-0.3	-14	0	-3	0.9	-1.0	1.0	-1.2	4	0.0
Cc1ccc(Cl)cc1N1CCN(C(=O)C2CCN(S(C)(=O)=O)CC2)CC1	-2.9	0.0	-3	-2	-3	-0.3	-1.3	-3.4	-1.3	-1	-0.8
O=C(/C=C/c1ccco1)Nc1cccc(-c2nc3ccccc3[nH]2)c1	-1.3	0.3	-7	22	29	2.2	0.2	-1.6	-1.8	5	-0.3
CCN(C(=O)COC(=O)CCOc1ccccc1C)c1c(N)n(Cc2ccccc2)c(=O)[nH]c1=O	0.3	0.2	12	6	0	-0.7	-1.4	-2.3	-0.7	-1	-1.1
Fc1cc(Cl)c(OCc2noc(-c3ccsc3)n2)c(Cl)c1	2.3	-0.8	-4	2	1	4.6	-1.5	0.5	-0.8	2	0.1
CC(=O)Nc1cc2c(=O)n(Cc3ccccc3)c(C)nc2cc1N1CCOCC1	0.6	0.5	2	0	2	2.3	-1.0	-0.2	-0.5	-1	1.3
CN(C)CCNC(=S)Nc1ccc(Br)cc1	2.7	-0.8	-2	-1	-5	2.0	4.6	1.4	-1.6	-3	-0.1
CCOc1ccc(CCNC(=O)CSCC(=O)Nc2cccc(C)c2)cc1OCC	-0.2	0.0	2	5	0	1.0	-1.0	-1.6	-1.0	0	-0.9
Cc1cccc(C)c1NC(=O)CS(=O)CC(=O)NCCCc1ccccc1 (stereo unspecified)	0.4	0.1	1	5	3	-4.3	1.1	-0.5	-1.3	2	0.0
CCN(CC(=O)Nc1c(F)cccc1F)C(=O)CCCNC(=O)c1ccc(Cl)cc1	-0.1	0.2	8	-5	1	1.9	1.3	-1.7	-1.3	-4	0.5
Cc1ccc2cccc(OC(=O)c3ccc4c(c3)OCCO4)c2n1	0.2	-0.2	-1	7	-7	2.4	2.3	0.2	-0.6	-2	-0.3
COc1ccc(C(=O)N/C(=C\c2cn(C)c3ccccc23)C(=O)N2CCOCC2)cc1OC	1.0	-0.1	-2	-3	-4	0.3	0.2	0.9	-1.3	-2	0.0
Cc1ccccc1NS(=O)(=O)c1nnc(NC(=O)c2ccc(Br)cc2)s1	0.7	0.4	-6	4	13	0.0	0.2	0.5	-0.7	-3	0.2
CCCc1cc(=O)oc2cc(C)cc(OC(C)C(=O)NCCCN3CCOCC3)c12 (stereo unspecified)	0.0	5.2	7	-5	-11	-1.5	0.9	7.5	-1.3	-2	0.5
CC(C)CNC(=S)NNC(=O)c1ccco1	-0.5	0.6	8	7	-3	-1.1	0.1	0.7	-1.7	0	-0.2
NC(=O)c1ccccc1NC(=O)CSc1nc2ccccc2c(=O)[nH]1	0.3	0.4	1	-3	1	-0.1	0.4	-1.2	-0.6	-2	0.9
NC(=O)c1ccc(NC(=O)COC(=O)CCC2CCCC2)cc1	1.8	-0.1	-3	-1	-4	1.1	-0.5	0.6	-0.8	4	-2.4
Cc1cc(-c2nnc(CSc3nnc(NC(=O)c4ccc(C(C)(C)C)cc4)s3)o2)ccc1[N+](=O)[O-]	-0.5	0.1	17	4	3	2.6	0.1	0.8	-1.2	-5	0.8
COc1ccc([N+](=O)[O-])cc1NCc1c(F)cccc1F	3.3	0.0	-1	6	1	-0.4	-1.0	0.5	-0.8	-1	-0.3
CCOc1ccc(NC(=O)c2ccc(CN3CCc4ccccc4C3)cc2)cc1	-4.3	-0.1	9	-5	-6	-1.4	-3.8	-7.3	-1.8	-2	-1.3
Cc1cc(NC(=O)CCN2C(=O)c3ccccc3C2=O)no1	0.3	0.0	4	-1	-2	0.2	0.2	-2.1	-0.6	-6	0.4
CCOC(=O)C(CN1CCCC1)c1ccccc1 (stereo unspecified)	0.8	0.0	5	11	0	0.3	-1.2	0.0	-1.1	1	0.0
O=C(NNC(=O)c1ccc2ccccc2c1)Nc1ccc(F)cc1	-0.3	-0.6	-1	-1	1	2.6	2.0	0.2	-0.6	-2	0.2

Source: PubChem BioAssay
